# From PubChem BioAssay
# SNCA expr inh: SNCA gene expression inhibition; AID 1671194; Potency, µM (top dose mostly 57.2 µM), for the others: at the highest dose activity change, negative = inhibition, hits mostly inhibitors; HEK-293 SNCA-luciferase knock-in, luminescence, 24 h; 140,000 compounds, 0.17% hits;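 also: potency is read from the fitted curve at half-maximal effect; plate controls were DMSO cells for no effect and cell-free wells for full effect; nearly all actives have a fitted effect of over 45% in size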
# GPT2 inhibitor: blocks human glutamate pyruvate transaminase 2 | 100,000 compounds, 0.25% hits | Q8TD30 | Potency, µM (series often up to 57.7 µM), inactives show at the top dose activity change, negative = inhibition, hits mostly inhibitors | Recombinant GPT2, coupled pyruvate oxidase/HRP Amplex Red fluorescence; also: potency is read from the fitted curve at half-maximal effect; nearly all actives have a fitted effect of over 60% in size; many of its hits are not listed in these tables
#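 Fluorescence of coupled pyruvate oxidase/HRP/Amplex Red system (50uM Amplex, 30 min, dark) reports pyruvate formed by GPT2. Enzyme reaction: 10ng/uL GPT2, 2mM L-alanine, 250uM a-KG, 30 min room temperature, pH 7.5; 50uM AOA control.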
# 3T3 cytotox: cytotoxic compounds in NIH 3T3 cells; NIH 3T3 viability, CellTiter-Glo ATP luminescence, 48-72 h; Potency, µM (series often up to 96.7 µM), for inactives: at the highest dose activity change, negative = cytotoxicity, usual class: inhibitors; 94,000 compounds, 4.3% hits; AID 1345082; also: potency is read from the fitted curve at half-maximal effect; nearly all actives have a fitted effect of over 55% in size
#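 First NIH 3T3 cells are plated at 400 cells/well; next compound is pinned in; then plates incubate 48 or 72 hr at 37 °C; finally CellTiter-Glo is added and luminescence read after 10 min.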
# Luciferase inh: Photinus pyralis luciferase inhibition; AID 1347043; purified P. pyralis luciferase, luminescence, biochemical; Potency, µM (top dose mostly 115 µM), without a hit: top-dose activity change, negative = inhibition, usual class: inhibitors; 76,000 compounds, 2.5% hits; also: potency is read from the fitted curve at half-maximal effect; nearly all actives have a fitted effect of over 65% in size
# Target sequence (P08659 whole entry, looked up): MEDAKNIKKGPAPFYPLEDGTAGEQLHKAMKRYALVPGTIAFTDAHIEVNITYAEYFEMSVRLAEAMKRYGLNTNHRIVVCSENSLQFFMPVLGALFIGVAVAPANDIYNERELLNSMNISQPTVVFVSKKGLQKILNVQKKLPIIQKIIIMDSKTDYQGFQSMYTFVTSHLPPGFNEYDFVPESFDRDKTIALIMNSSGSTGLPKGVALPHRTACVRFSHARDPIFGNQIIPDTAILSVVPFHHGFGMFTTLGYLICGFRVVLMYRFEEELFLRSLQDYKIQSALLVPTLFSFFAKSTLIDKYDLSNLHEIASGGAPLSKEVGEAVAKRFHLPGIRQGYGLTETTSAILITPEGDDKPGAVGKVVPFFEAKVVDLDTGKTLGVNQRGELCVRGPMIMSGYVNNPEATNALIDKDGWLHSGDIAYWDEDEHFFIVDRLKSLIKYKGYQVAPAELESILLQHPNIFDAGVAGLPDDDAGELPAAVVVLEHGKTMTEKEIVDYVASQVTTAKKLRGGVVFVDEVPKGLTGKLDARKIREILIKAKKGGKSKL
#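 Luminescence read by CCD imager after adding enzyme (10nM final) to wells holding compound, titrated in qHTS. Substrates 10uM each D-luciferin and ATP; buffer 50mM Tris acetate pH 7.5, 10mM Mg acetate, Tween-20, BSA.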
# IP6K1 inhibitor: inhibitors of human IP6K1 | Q92551 | IP6K1 kinase, ADP-Glo luminescence, 2 h; active compounds read low | activity change, % (series mostly up to about 58 µM) | 140,000 compounds, 0.81% hits | AID 1645851; in the data active = activity change below about -25%
# Target sequence (Q92551 whole entry, looked up): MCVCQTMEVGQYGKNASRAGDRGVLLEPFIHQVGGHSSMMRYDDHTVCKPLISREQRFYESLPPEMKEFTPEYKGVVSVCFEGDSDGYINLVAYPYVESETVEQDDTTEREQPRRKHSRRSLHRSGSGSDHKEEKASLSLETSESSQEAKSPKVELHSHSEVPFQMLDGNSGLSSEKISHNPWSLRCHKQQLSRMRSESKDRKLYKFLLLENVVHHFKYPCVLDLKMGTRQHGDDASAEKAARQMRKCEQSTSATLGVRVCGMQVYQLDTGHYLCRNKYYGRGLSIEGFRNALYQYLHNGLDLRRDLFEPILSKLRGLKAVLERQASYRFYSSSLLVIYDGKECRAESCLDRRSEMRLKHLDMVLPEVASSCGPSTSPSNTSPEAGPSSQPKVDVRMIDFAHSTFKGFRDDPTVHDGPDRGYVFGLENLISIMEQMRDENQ
#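 ADP-Glo luminescence measures ADP made by human IP6K1 during a 2 h RT reaction with ATP/IP6 (mix at 1.3 mM/130 uM); top library doses 57.5 and 19.1 uM final.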
# HEK293 tox: kills HEK 293 cells; HEK 293 viability, ATP luminescence (CellTiter-Glo), 48-72 h; Potency, µM (series often up to 115 µM), for inactives: top-dose activity change, negative = cytotoxicity, usual class: inhibitors; 94,000 compounds, 6.6% hits; also: potency is read from the fitted curve at half-maximal effect; nearly all actives have a fitted effect of over 60% in size
#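 ATP-coupled CellTiter-Glo luminescence served as viability read-out, recorded 10 min after reagent addition at room temperature. HEK 293 cells, 250 cells/well, had been incubated with pintool-transferred compound for 48 or 72 hr at 37 degree Celsius.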
# SNCA viab count: reduces viability of HEK-293 SNCA reporter cells; HEK-293-SNCA-luc viability, GF-AFC fluorescence, 24 h; Potency, µM (doses to about 57.1 µM), for the others: at the top dose activity change, negative = cytotoxicity, most hits filed as cytotoxic; 150,000 compounds, 0.12% hits;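 also: potency is read from the fitted curve at half-maximal effect; 0% = DMSO-treated cells and -100% = medium-only wells without cells; nearly all actives have a fitted effect of over 30% in size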
#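 Cytotoxicity counterscreen: after 24 h compound treatment of genome-edited SNCA-luciferase HEK-293 cells, live-cell protease substrate GF-AFC read by fluorescence after 30 min; activity scaled between DMSO (0%) and medium-only (-100%), curves Hill-fitted.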
# The depositor's hits bear a star; i = inactive; ? = inconclusive; nt = no result given; & = joins results of further samples; [ ] = dose if it differs, or a comment. Unless noted, calls follow the shape of the dose curve; as a rule, active = well fitted curve in the direction sought with a large enough effect; inconclusive = small, poorly fitted or top-dose-only effect, or another doubt; inactive = no such curve, though single readings can be large; an effect the other way counts as inactive or inconclusive. Unless noted, % is scaled to controls: 0 for no effect and ±100 for the full control effect. This is a subset (hit frequency here may not be typical).
1) CC1=C(c2ccc(C)c(C)c2)S(=O)(=O)N=C1N1CCC(C(=O)NC(C)Cc2ccco2)CC1 (stereo unspecified)
2) CC(C)Cc1cc(CNc2nc(C(C)(C)C)nc3c2cnn3C)no1
3) O=C(c1ccco1)N1CCn2c(nnc2[C@@H]2C[C@@H](O)CN2Cc2ccccc2)C1
4) CNC(=O)c1nc2cccnc2n(-c2ccc(N(C)C)cc2)c1=O
5) Cn1nccc1CN1CCCC2(CC(c3cccc(C(F)(F)F)c3)=NO2)C1 (stereo unspecified)
6) CN1C(=O)[C@H]2CN(Cc3ccc4[nH]ccc4c3)C[C@H]2C1=O

screen / no.,1,2,3,4,5,6
SNCA expr inh,?,?,?,4%[87.6 µM],-10%,41%[activator]
GPT2 inhibitor,nt,-30%,-4%,i,i,i
3T3 cytotox,nt,45µM*,i,-17%[138 µM],-26%,-17%
Luciferase inh,nt,-4%,0%,nt,8%,0%
IP6K1 inhibitor,3,-19,-7,7,-1,-11
HEK293 tox,nt,35µM*,i,1%[172 µM],45µM*,-2%
SNCA viab count,-1%,?,4%[12.5 µM],-1%[87.6 µM],-6%,1%

# Five compounds from above, limited to SNCA viab count and HEK293 tox:
item | Compound | SNCA viab count | HEK293 tox
2 | CC(C)Cc1cc(CNc2nc(C(C)(C)C)nc3c2cnn3C)no1 | ? | 35µM*
3 | O=C(c1ccco1)N1CCn2c(nnc2[C@@H]2C[C@@H](O)CN2Cc2ccccc2)C1 | 4%[12.5 µM] | i
4 | CNC(=O)c1nc2cccnc2n(-c2ccc(N(C)C)cc2)c1=O | -1%[87.6 µM] | 1%[172 µM]
5 | Cn1nccc1CN1CCCC2(CC(c3cccc(C(F)(F)F)c3)=NO2)C1 (stereo unspecified) | -6% | 45µM*
6 | CN1C(=O)[C@H]2CN(Cc3ccc4[nH]ccc4c3)C[C@H]2C1=O | 1% | -2%

# (next part)
7) COc1ccc(-c2cccc(C(=O)NCC(C)C)c2)nn1
8) Cc1ccc(C2Cn3nnc(C(=O)N4CCN(C(=O)c5ccoc5)CC4)c3CO2)cc1 (stereo unspecified)
9) O=C(CCc1nc(CN2CCN(S(=O)(=O)c3ccc(Cl)cc3)CC2)no1)N1CCCCC1
10) CCOc1ccc(CNCc2c(C(=O)O)c(C)n(Cc3ccc(C)cc3)c2C)cc1
11) CCC(=O)N1CCN(c2nc3c(s2)CC(C(=O)NCc2ccc(C)o2)CC3)CC1 (stereo unspecified)
12) COc1ccc(C(=O)N2CCc3ccc(C(=O)NCc4cccs4)cc32)cc1

screen / no.,7,8,9,10,11,12
SNCA expr inh,nt,-23%,20%,-3%,4%,-5%
GPT2 inhibitor,nt,i,nt,nt,i,i
3T3 cytotox,?,-16%,nt,nt,?,?
Luciferase inh,nt,-9%,nt,nt,-11%,-1%
IP6K1 inhibitor,11,-9,0,-1,5,-5
HEK293 tox,-23%[172 µM],-6%,nt,nt,?,?
SNCA viab count,nt,-1%,2%,4%,13%,?

13) COc1ccc(-n2nc(C3CCN(C(=O)c4cccc(OC)c4)CC3)[nH]c2=O)cc1
14) CCc1[nH]c2c(CNC(=O)CC3C(=O)NCCN3C(C)C)cc(C)cc2c1C (stereo unspecified)
15) COc1ccc(CNc2oc(-c3ccc(COc4ccc(Cl)cc4)o3)nc2C#N)cc1
16) CC(C)CNC(=O)c1ccc2nnc(-c3cc[nH]c3)n2c1
17) C=CC1(C)C=C2C(=O)CC3C(C)(C)CCCC3(C(=O)O)C2(O)CC1 (stereo unspecified)
18) CCNC(=O)C1OC(n2cnc3c(N)nc(NCCc4ccc(CCC(=O)O)cc4)nc32)C(O)C1O (stereo unspecified)

screen / no.,13,14,15,16,17,18
SNCA expr inh,-16%,11%,-24%,-3%[87.6 µM],nt,nt
GPT2 inhibitor,0%,3%,nt,i,?,i
3T3 cytotox,-4%,-21%,nt,-21%[138 µM],nt,nt
Luciferase inh,5%,-2%,nt,nt,nt,nt
IP6K1 inhibitor,-10,13,19,14,14,-14
HEK293 tox,i,-11%,nt,5%[172 µM],nt,nt
SNCA viab count,-9%,-2%,14%,-1%[87.6 µM],-13%,3%

19) Cc1cccn2c(=O)c(C(=O)NC(C)c3ccccc3)c(O)nc12 (stereo unspecified)
20) Cn1cc2c3c(cccc31)CN(C(=O)CC(C)(C)C)CC2
21) Cc1ccc2nc(COc3ccccc3NC(=O)COc3ccccc3Cl)cc(=O)n2c1
22) O=C(NCc1cccc(Cl)c1)[C@@H]1CCCN1c1nccc(Nc2ccccc2Cl)n1
23) CCC(C)/C=C(C)/C=C/C1=CC2=C(Cl)C(=O)C(C)(OC(C)=O)C(=O)C2=CN1CCCCC(N)C(=O)O (stereo unspecified)
24) N#CC[C@H](C1CCCC1)n1cc(-c2ncnc3[nH]ccc23)cn1

screen / no.,19,20,21,22,23,24
SNCA expr inh,?,10%,23%,?,nt,-17%
GPT2 inhibitor,nt,i,nt,i,?,i
3T3 cytotox,nt,-14%,nt,?,nt,nt
Luciferase inh,nt,-22%,nt,nt,nt,nt
IP6K1 inhibitor,12,-3,-10,1,-11,-2
HEK293 tox,nt,-18%,nt,35µM*,nt,nt
SNCA viab count,?,17%,0%,?,2%[23.9 µM],11%&-20%

25) O=C(CCc1ccccc1Cl)N1CCn2nc(Cc3ccccc3)cc2C1
26) O=C(Nc1ccccc1C(F)(F)F)c1ccc2oc(=O)c(S(=O)(=O)c3ccc(F)cc3)cc2c1
27) CCOC(=O)c1ccccc1NC(=O)c1sc2nc3n(c(=O)c2c1C)CCCC3
28) COc1ccc(CCNC(=O)C2CC(=O)N(c3n[nH]c4cccc(F)c34)C2)cc1 (stereo unspecified)
29) Cc1ccc(NC(=O)N[C@H]2C[C@@](O)(C(=O)N[C@H](Cc3ccccc3)C(N)=O)C[C@@H](O)[C@@H]2O)cc1
30) Cc1ccc(NC(=O)CN2C(=O)NC3(CCCCC3)C2=O)cc1Cl

screen / no.,25,26,27,28,29,30
SNCA expr inh,-2%,-21%,5%,13%,3%,9%
GPT2 inhibitor,i,nt,nt,5%,i,i
3T3 cytotox,?,nt,nt,i,-15%,?
Luciferase inh,6%,nt,nt,10%,-3%,-8%
IP6K1 inhibitor,24,-12,0,-21,-4,7
HEK293 tox,?,nt,nt,9%,-4%,?
SNCA viab count,8%,21%,11%,-12%,1%,1%

31) C[C@@H]1CC[C@]2(C(=O)O[C@@H]3O[C@H](CO)[C@@H](O)[C@H](O)[C@H]3O)CC[C@]3(C)C(=CCC4[C@@]5(C)C[C@@H](O)[C@H](O)[C@@](C)(C(=O)O[C@H]6[C@H](O)C[C@@]7(C)C(CC[C@]8(C)C7CC=C7[C@H]9[C@](C(=O)O[C@@H]%10O[C@H](CO)[C@@H](O)[C@H](O)[C@H]%10O)(CC[C@@H](C)[C@@]9(C)O)CC[C@]78C)[C@@]6(CO)C(=O)O)C5CC[C@]43C)[C@@H]2[C@]1(C)O (stereo partly specified)
32) O=C(c1ccc2c(c1)N(Cc1ccccc1)C(=O)c1ccccc1S2(=O)=O)N1CCCCCC1
33) Cc1nn2c(c1-c1ccccc1-c1ccccc1)N(Cc1ccccc1)CCC2
34) O=C([C@@H]1C[C@H](F)CN1C(=O)c1cccc(F)c1)N1CCCCC1
35) COc1ccc(-c2nc(SCC(=O)NC3CCCC3)c(-c3ccc(F)cc3)[nH]2)cc1OC
36) COCCn1nnnc1C1CC2(CCOCC2)C(=O)N1CCc1ccc(Cl)cc1 (stereo unspecified)

screen / no.,31,32,33,34,35,36
SNCA expr inh,nt,6%,?,-11%,10%,-32%
GPT2 inhibitor,1%[11.5 µM],nt,0%[88.5 µM],-8%,nt,1%
3T3 cytotox,nt,nt,13µM*,-9%,nt,-6%
Luciferase inh,nt,nt,1%[172 µM],6%,nt,-1%
IP6K1 inhibitor,5,-1,-2,-5,6,6
HEK293 tox,nt,nt,?,-2%,nt,-9%
SNCA viab count,-1%[12.5 µM],-19%,?,-12%,-20%,-5%

37) CCn1ccc(C(=O)N2CC[C@H]3C(=O)NCCCCCCN(Cc4ccncc4)[C@@H]3C2)n1
38) CCCc1nn2c(=O)cc(COc3ccc(/C=C(\C#N)C(=O)Nc4ccccc4)cc3)nc2s1
39) CCCC1(CO)CCCN(CCc2cnn(C)c2)C1 (stereo unspecified)
40) Cc1ccc(C(=O)Nc2c(C)nc3ccccn3c2=O)cc1
41) O=C1CC(c2ccccc2)N(C(=O)C2CC2)CCCN(C(=O)c2ccco2)CCN1 (stereo unspecified)
42) Cc1noc(-c2ccc(-c3noc(-c4cccc(Cl)c4)n3)cc2)n1

screen / no.,37,38,39,40,41,42
SNCA expr inh,-13%,12%,7%,92%[activator],-30%,40%[activator]
GPT2 inhibitor,-28%,nt,-26%,nt,i,nt
3T3 cytotox,-4%,nt,-14%,nt,-18%,nt
Luciferase inh,-3%,nt,0%,nt,0%,nt
IP6K1 inhibitor,10,12,34,6,26,22
HEK293 tox,-3%,nt,-2%,nt,-2%,nt
SNCA viab count,0%,4%,-5%,-12%,8%,-3%

# Part of the list above in order of formula weight, smallest number first.
16) CC(C)CNC(=O)c1ccc2nnc(-c3cc[nH]c3)n2c1
4) CNC(=O)c1nc2cccnc2n(-c2ccc(N(C)C)cc2)c1=O
28) COc1ccc(CCNC(=O)C2CC(=O)N(c3n[nH]c4cccc(F)c34)C2)cc1 (stereo unspecified)

screen / no.,16,4,28
SNCA expr inh,-3%[87.6 µM],4%[87.6 µM],13%
GPT2 inhibitor,i,i,5%
3T3 cytotox,-21%[138 µM],-17%[138 µM],i
Luciferase inh,nt,nt,10%
IP6K1 inhibitor,14,7,-21
HEK293 tox,5%[172 µM],1%[172 µM],9%
SNCA viab count,-1%[87.6 µM],-1%[87.6 µM],-12%

# The list goes on.
43) CCCCCCCCCCCCCCCCN
44) Cc1cccc(NS(=O)(=O)c2c(C)nc3sccn3c2=O)c1C
45) COC(=O)C1=C(C)N=C2SC=C(CC(=O)NCCCN3CCCC3=O)N2C1c1ccccc1 (stereo unspecified)
46) CCN(CC)c1cc(C)c2cc(NC(=O)/C=C/c3ccccc3OC(C)C)ccc2n1
47) COc1cc(C)sc1C(=O)N1CCC2(CC1)OCCCC2O (stereo unspecified)
48) O=C1[C@H]2CN(Cc3ccc(F)cc3)C[C@H]2C(=O)N1Cc1ccc2c(c1)OCO2
49) COc1ccc(-n2nc3ccc(NC(=O)c4cc5ccccc5o4)cc3n2)cc1Cl

screen / no.,43,44,45,46,47,48,49
SNCA expr inh,12%[25.6 µM],-10%,4%,11%,9%,-24%,-22%
GPT2 inhibitor,2%,nt,i,nt,i,i,nt
3T3 cytotox,nt,nt,-21%,nt,-2%,?,nt
Luciferase inh,nt,nt,-5%,nt,-2%,4%,nt
IP6K1 inhibitor,5,9,30,-5,22,-4,-5
HEK293 tox,nt,nt,-20%,nt,4%,?,nt
SNCA viab count,-18%[23.9 µM],-1%,-4%,2%,-2%,-4%,6%
